Rad51 HR inh: Rad51 (human) homologous recombination inhibition. hRad51 DNA strand exchange, fluorescence dequenching. inhibition, % at 10 µM. hit rate 0.085% among 200,000;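 active means inhibition above 40% at the single screening dose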;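 further: 0% = DMSO control wells and 100% = blanks with heterologous ssDNA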
Target sequence (Q06609 whole entry, looked up): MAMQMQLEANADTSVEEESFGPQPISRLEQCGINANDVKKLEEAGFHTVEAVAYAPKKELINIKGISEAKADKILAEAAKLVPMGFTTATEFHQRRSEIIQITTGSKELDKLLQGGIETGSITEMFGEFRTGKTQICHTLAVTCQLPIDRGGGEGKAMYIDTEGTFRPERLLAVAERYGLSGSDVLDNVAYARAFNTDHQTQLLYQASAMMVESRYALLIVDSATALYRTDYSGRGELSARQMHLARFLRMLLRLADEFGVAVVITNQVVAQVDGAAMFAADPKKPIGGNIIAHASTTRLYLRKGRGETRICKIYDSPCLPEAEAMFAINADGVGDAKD
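Test system: preformed human Rad51 ssDNA filaments. Compound dosing: single dose, 10 µM final compound. Incubation: filaments 15 min 37 °C, then compound 30 min. Technique: FRET fluorescence dequenching, excitation 485 nm, emission 520 nm. Read-out basis: percent inhibition from fluorescence, normalised to plate control and blank means. Benchmarks: plate controls and plate blanks.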
An asterisk follows results filed as active. Not all compounds are listed. The share of hits here may be higher or lower than overall.

The opening 14 records, to show the layout:
SMILES | Rad51 HR inh
CC1(OC(=O)c2cnc3ccccc3n2)C(=O)C=C2C=C(c3ccc(C#N)cc3)OC=C2C1=O (stereo not given) | -9
COCCNc1nc(C)cc(-c2cc(C(=O)Nc3ccccc3)on2)n1 | -7
CCC1(CC)C(=O)C2=C3C1[C@H](C(=O)OC)C=C(C(=O)OC)C[C@H]3[C@H]1C(=O)N(CC(=O)OC)C(=O)[C@H]1[C@H]2C (stereo not given in full) | 8
C[C@H](NC(=O)CCC1CCC(=O)N1)c1ccccc1 (stereo not given in full) | -2
COc1ccc(CNC(=O)c2ccc(N3CCC4(CC3)CC(c3ccc(Cl)cc3)=NO4)c(N)c2)cc1 | 0
COc1cc(C(=O)N2CCCN(c3nc4cc(C)ccc4cc3C#N)CC2)cc(OC)c1OC | 1
COC(=O)C(C#N)c1nc2ccccc2nc1N1CCN(Cc2ccc3c(c2)OCO3)CC1 (stereo not given) | -8
CC1(C)CC[C@@]23CC[C@]4(C)[C@@](OC2=O)(C3C1)[C@H]1O[C@H]1C1[C@@]2(C)CC[C@H](O)C(C)(C)C2CC[C@]14C (stereo not given in full) | -6
COc1cccc(C2=CC(=O)CC(C)(C)C2)n1 | -3
CCCCC(=O)O | -1
COc1ccc(CCNC(=O)CSc2nnc(-c3ccccc3)o2)cc1OC | -8
CCCCCCCCCCCCN1[C@@H](CC(C)=O)c2cc(F)ccc2S1(=O)=O | -2
CC(C)CNC(=O)C1Nc2ccc(OC(F)(F)F)cc2C2C=CCC12 (stereo not given) | 0
NC(=O)c1ccccc1N | -5

This part in full, repeating the preview:
SMILES | Rad51 HR inh
CC1(OC(=O)c2cnc3ccccc3n2)C(=O)C=C2C=C(c3ccc(C#N)cc3)OC=C2C1=O (stereo not given) | -9
COCCNc1nc(C)cc(-c2cc(C(=O)Nc3ccccc3)on2)n1 | -7
CCC1(CC)C(=O)C2=C3C1[C@H](C(=O)OC)C=C(C(=O)OC)C[C@H]3[C@H]1C(=O)N(CC(=O)OC)C(=O)[C@H]1[C@H]2C (stereo not given in full) | 8
C[C@H](NC(=O)CCC1CCC(=O)N1)c1ccccc1 (stereo not given in full) | -2
COc1ccc(CNC(=O)c2ccc(N3CCC4(CC3)CC(c3ccc(Cl)cc3)=NO4)c(N)c2)cc1 | 0
COc1cc(C(=O)N2CCCN(c3nc4cc(C)ccc4cc3C#N)CC2)cc(OC)c1OC | 1
COC(=O)C(C#N)c1nc2ccccc2nc1N1CCN(Cc2ccc3c(c2)OCO3)CC1 (stereo not given) | -8
CC1(C)CC[C@@]23CC[C@]4(C)[C@@](OC2=O)(C3C1)[C@H]1O[C@H]1C1[C@@]2(C)CC[C@H](O)C(C)(C)C2CC[C@]14C (stereo not given in full) | -6
COc1cccc(C2=CC(=O)CC(C)(C)C2)n1 | -3
CCCCC(=O)O | -1
COc1ccc(CCNC(=O)CSc2nnc(-c3ccccc3)o2)cc1OC | -8
CCCCCCCCCCCCN1[C@@H](CC(C)=O)c2cc(F)ccc2S1(=O)=O | -2
CC(C)CNC(=O)C1Nc2ccc(OC(F)(F)F)cc2C2C=CCC12 (stereo not given) | 0
NC(=O)c1ccccc1N | -5
C#C[C@]1(O)CC[C@H]2[C@@H]3CCC4=CC(=O)CC[C@@H]4[C@H]3CC[C@@]21C | -2
COC(C[C@H]1O[C@@H]1[C@H](O)[C@H](C)OCc1ccccc1)OC | -1
O=C(NC1CC1)C1Nc2ccc(OC(F)(F)F)cc2C2C=CCC12 (stereo not given) | -7
O=C(O)C1=C[C@H](C2CC2)C[C@H](OCc2ccc(CO)cc2)O1 | -5
CC1(C)Cc2c(sc(NC(=O)c3ccco3)c2C#N)C(C)(C)N1 | -12
Nc1ccccc1C#Cc1ccc2[nH]ccc2c1 | -2
COC(=O)/C=C/c1ccc2c(c1)S(=O)(=O)N(Cc1ccc(OC)cc1)[C@H]2CC(=O)OC | 2
COc1ccc(C#Cc2c(-c3ccc(OC)cc3)oc3ccc(-c4ccc5c(c4)OCO5)cc23)cc1 | -15
COc1ccc(-c2oc3ccc(-c4cc(OC)c(OC)c(OC)c4)cc3c2-c2ccc(OC)cc2)cc1 | -4
COCCN1C(=O)N[C@@H](CCc2ccccc2)[C@@H](C(=O)OC)[C@H]1C | 11
CCOC(=O)C[C@H]1c2ccc(C(F)(F)F)cc2S(=O)(=O)N1c1cccc(OC)c1 | -1
COC(=O)CCCC1=CC2=CC(=O)C(C)(OC(=O)c3cccs3)C(=O)C2=CN1c1ccccc1 (stereo not given) | -6
CCCC(CCC)C(=O)O | 4
CCOC(=O)c1oc2cc(O)cc(O)c2c(=O)c1OCc1ccccc1 | 3
COC(=O)C1N[C@@H]([C@@H](NC(=O)COc2ccccc2)C(=O)NCc2ccsc2)SC1(C)C (stereo not given in full) | -10
O=C(O)c1cc(-c2ccccc2)nn1CC1CC(c2cccnc2)=NO1 (stereo not given) | -1
COC(=O)N1[C@H](C)C=C[C@]1(Cc1ccccc1)C(=O)NCCCNc1ncc(C(F)(F)F)cc1Cl | -1
CCNC(=O)[C@@H]1CCCN1C(=O)[C@H](CCCN=C(N)N)NC(=O)[C@H](CC(C)C)NC(=O)[C@@H](CC(C)C)NC(=O)[C@H](Cc1ccc(O)cc1)NC(=O)[C@H](CO)NC(=O)[C@H](Cc1c[nH]c2ccccc12)NC(=O)[C@H](Cc1cnc[nH]1)NC(=O)[C@@H]1CCC(=O)N1 | -3
CN1CCCC1CCNc1ccc2sc3ccccc3c(=O)c2c1 (stereo not given) | 8
COc1cc(C(=O)O)c2c(c1C)OC(=O)c1c(C)cc(O)c(C=O)c1O2 | 61*
COc1ccc(-c2nnc3sc(CN4C(=O)c5ccccc5C4=O)nn23)cc1 | -5
CCOC(=O)c1ccccc1NC(=O)c1c(N)n(C)c(=O)[nH]c1=O | 5
[C-]#[N+][C@H](O[C@@H]1O[C@H](CO)[C@@H](O)[C@H](O)[C@H]1O)c1ccccc1 | 6
O=C(NCCNCCO)C1(C(F)(F)F)C/C(=C\Cc2ccccc2)CCCO1 (stereo not given) | -5
Cc1cccc(N(Cc2cc3ccccc3[nH]c2=O)C(=O)c2ccco2)c1C | -1
CCCc1nnc(NC(=O)c2c(O)c3cccc4c3n(c2=O)CC4)s1 | 2
CC1(C)CC(NC(=O)C2CCCCC2C(=O)O)CC(C)(C)N1 (stereo not given) | -1
Cn1c(N)c(C(=O)CSc2nc3ccccc3n2-c2ccccc2)c(=O)n(C)c1=O | 0
CCO[C@@H]1OC(C(=O)Nc2ccccc2)=C[C@H](C)[C@H]1CCCO | 6
COC(=O)c1c(C)cc(O)c(C)c1O | -8
COC(=O)C1=C(C)N2C(=O)CSC2=NC1c1ccc2c(c1)OCO2 (stereo not given) | 11
O=C(NCc1nc2ccccc2[nH]1)C1=C[C@H](C2CCCCC2)C[C@H](OCCCCO)O1 | 6
O=C(COC(=O)c1cccs1)NCc1ccco1 | -7
Nc1ccccc1C#Cc1cnccn1 | -11
CN1C[C@H](C(=O)NC2(C)OC3(O)[C@@H]4CCCN4C(=O)[C@H](Cc4ccccc4)N3C2=O)CC2c3cccc4[nH]cc(c34)C[C@H]21 (stereo not given in full) | 3
COC(=O)C[C@H]1c2cc(C(F)(F)F)ccc2S(=O)(=O)N1C(C)(C)C | 4
COc1ccc2[nH]c(C)c(CN3CCCCC3)c(=O)c2c1 | 3
COc1cc2oc3cc(C#Cc4ccc(N)cc4)ccc3c(=O)c2cc1OC | 3
COc1ccc(-c2nnc3ccc(SCC(=O)N4CCOCC4)nn23)cc1 | 0
COCc1c(C(C)C)nc(C(C)C)c(/C=C/[C@@H](O)C[C@@H](O)CC(=O)O)c1-c1ccc(F)cc1 | 3
C/C=C1\COC(C(=O)NCCN2CCCC2)(C(F)(F)F)C=C1C=C1CCCCC1 (stereo not given) | -4
COc1ccc(C#Cc2c(-c3ccsc3)oc3ccc(N4CCOCC4)cc23)cc1 | -4
C[C@@H]1[C@@H](Sc2ccccc2)CC(=O)O[C@@H]1c1ccc(-c2ccccc2)cc1 | -2
CC(C)=CCC12Oc3cc(O)ccc3C1(O)Oc1cc3c(c(O)c1C2=O)C=CC(C)(C)O3 (stereo not given) | 7
OCCOCCn1c(C(CO)Nc2nc(-c3ccccc3Br)cs2)nc2ccccc21 (stereo not given) | -5
COC(=O)[C@@H]1CCCN1C(=O)[C@@H](NC(=O)OC(C)(C)C)C(C)C | -4

Looked up above:
`CCO[C@@H]1OC(C(=O)Nc2ccccc2)=C[C@H](C)[C@H]1CCCO` @ Rad51 HR inh: 6
`COC(=O)[C@@H]1CCCN1C(=O)[C@@H](NC(=O)OC(C)(C)C)C(C)C` @ Rad51 HR inh: -4

The list continues:
SMILES | Rad51 HR inh
O=C(Nc1ccccc1)C1=C[C@@H](c2ccc3c(c2)OCO3)C[C@@H](OCCCCO)O1 | 5
O=C(OCCN1CCOCC1)C1(c2ccccc2)CCCCC1 | 8
Cc1ccc(Cn2c(CCNc3nc(-c4ccc(Cl)c([N+](=O)[O-])c4)cs3)nc3cc(Cl)c(Cl)cc32)cc1 | -7
Cc1csc(NC(C)c2nc3cc(Cl)c(Cl)cc3n2CCCO)n1 (stereo not given) | 1
C#CCNC(=O)C1=C[C@@H](c2ccc3c(c2)OCO3)C[C@@H](OCc2ccc(CO)cc2)O1 | -6
CCOc1ccc(-c2nnc3ccc(SCC(=O)N4CCCCC4)nn23)cc1 | -1
COC(=O)CCC(=O)OC1(C)C(=O)C2=CN(Cc3ccco3)C(c3ccc(OC)cc3)=CC2=C(Br)C1=O (stereo not given) | -13
O=C1Nc2ccccc2C1=O | -1
Clc1ccc2nsnc2c1NC1=NCCN1 | -4
CCOC(=O)[C@@H]1[C@H]2COc3ccccc3[C@@H]2N2C(=O)N(c3ccc(F)cc3)C(=O)[C@]12C | 8
Nc1ccc(C(=O)O)cc1 | -8
O=c1[nH]ccc2c(O)cccc12 | -3
Cc1ccc(Cn2c(C(CO)Nc3nc(-c4ccc(F)cc4)cs3)nc3ccccc32)cc1 (stereo not given) | 0
CCOC(=O)C(CCSC)Nc1nc(Cl)nc(Nc2ccc(Cl)cc2)n1 (stereo not given) | -3
COc1ccc(-c2csc(NC(C)c3nc4cc(C(F)(F)F)ccc4n3CCOCCO)n2)cc1 (stereo not given) | 0
Cc1csc2ncc(C(=O)Nc3ccc4c(c3)OCCO4)c(=O)n12 | -4
C#CCNC(=O)C1=C[C@H](C)C[C@H](OCc2ccc(CO)cc2)O1 | -16
Cc1ccc(NC(=O)NC2=N/C(=C(/C#N)C(=O)N3CCCC3)c3ccccc32)cc1 | 10
CC1(OC(=O)c2ccco2)C(=O)C=C2C=C(C3CC3)OC=C2C1=O (stereo not given) | -14
O=C(O)C1=C[C@@H](C2CC2)C[C@@H](OCCCCO)O1 | 5
CC1(c2nnc(-c3ccncc3)o2)CC(c2cccnc2)=NO1 (stereo not given) | -3
COC(=O)C1=C(C(=O)OC)[C@@H]2Nc3ccccc3[C@@]23C[C@@H](C(=O)OC)N(C(=O)c2cc(C)oc2C)C3=N1 | 4
O=C(NC1CC1)C1=C[C@H](c2coc3ccccc3c2=O)C[C@H](OCc2ccc(CO)cc2)O1 | 7
c1ccc(C2=NOC(c3nnc(-c4ccccc4)o3)C2)cc1 (stereo not given) | 3
CC(C)C[C@H](NC(=O)[C@@H](O)[C@H](N)Cc1ccccc1)C(=O)O | -8
O=C(NCc1ccc(OC(F)(F)F)cc1)c1cc(-c2ccccc2)nn1CC1CC(c2cccnc2)=NO1 (stereo not given) | -2
CC1CCN=C(N)S1 (stereo not given) | 0
COc1cccc(SCc2noc(C(=O)NCCN(C)C)c2C(=O)NCCN(C)C)c1 | -5
COC(=O)C1=C[C@@H](C(=O)OC)[C@@H]2C3=C(C(=O)C2(C)C)[C@H](c2ccccc2)[C@@H]2C(=O)N(C)C(=O)[C@@H]2[C@@H]3C1 | -6
O=C(CN1C(=O)NC2(CCc3ccccc32)C1=O)Nc1cc(C(F)(F)F)ccc1N1CCOCC1 (stereo not given) | 8
CC#CCN1c2ccccc2[C@]23C[C@@H](C(=O)OC)N(C(=O)c4ccc(Br)cc4)C2=NC(C(=O)OC)=C(C(=O)OC)[C@H]13 | -7
O=C(NCc1ccc(OC(F)(F)F)cc1)c1ccc2c(c1)S(=O)(=O)c1ccccc1C2=O | -2
COC(=O)C1=C(COc2ccccc2)NC(=O)NC1c1ccc2ccccc2c1 (stereo not given) | 10
CCOC(=O)c1ccc(NC(=S)Nc2ccccc2N)cc1 | 4
COc1ccc(C2=NOC(C3(S(=O)(=O)c4ccccc4)CC(O)C3)C2)cc1 (stereo not given) | 5
CCOC(=O)C1Nc2c(cc(C(F)(F)F)cc2[N+](=O)[O-])C2c3ccccc3CC12 (stereo not given) | -4
CCOC(=O)c1cccc(NC(=O)c2ccc(F)cc2F)c1 | 0
CC(C)(C)NCC(O)COc1cccc2[nH]c(=O)[nH]c12 (stereo not given) | 0
NC(=O)C1=C[C@@H](c2ccccc2)C[C@@H](OCCCCO)O1 | -4
COc1ccc(C2CC(=O)c3c(O)cc(O)cc3O2)c(CC=C(C)C)c1OC (stereo not given) | -5
C[C@H](NC(CCc1ccccc1)C(=O)O)C(=O)N1CCC[C@H]1C(=O)O (stereo not given in full) | 7
CNC(C)C#Cc1ccc2c(=O)c3cc(C)c(C)cc3oc2c1 (stereo not given) | -2
C[C@]12C(=O)N(c3ccc(Cl)cc3)C(=O)N1[C@@H]1c3ccccc3OC[C@@H]1[C@H]2c1ccccc1 | 6
CC1(c2nnc(-c3cccc(Cl)c3)o2)CC(c2cccnc2)=NO1 (stereo not given) | 2
CC(=O)OCC(=O)NCCCOc1cccc(CN2CCCCC2)c1 | 1
CCOc1ccc2nc(NC(=O)CSc3nc4c(c(=O)n(C)c(=O)n4C)n3CC)sc2c1 | 0
CC(C)(C)[C@H]1C=C(C(=O)NCc2ccccc2)O[C@@H](OCCCCO)C1 | 1
CC(=O)Oc1cc(O)c2c(=O)c(OC(C)=O)c(-c3ccc(OC(C)=O)c(OC(C)=O)c3)oc2c1 | 2
CCOC(=O)c1ccc(NC(=S)Nc2ccc(Br)cc2N)cc1 | -5
COC(=O)C1=C[C@@H](C(=O)OC)C2C3=C(C(=O)C24CCCCC4)[C@H](C)n2c(=O)n(C)c(=O)n2[C@@H]3C1 (stereo not given in full) | -11
C#CCNC(=O)C1=C[C@H](c2ccc3c(c2)OCO3)C[C@H](OCCCCO)O1 | 2
CCCC[C@@H]1CN=C(N)N1CCCC | 9
